Screening data from PubChem.
mHTT-CaM PPI inh – mutant huntingtin-calmodulin interaction inhibitors – biochemical, AlphaScreen, primary screen; P42858; AlphaScreen His-mHTT/GST-CaM binding, luminescence; inhibition, % at 15 µM; hit rate 3.6% among 190,000;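 further: 0% = both proteins with DMSO and 100% = one protein alone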
Target sequence (P42858 whole entry, looked up, stated change not applied): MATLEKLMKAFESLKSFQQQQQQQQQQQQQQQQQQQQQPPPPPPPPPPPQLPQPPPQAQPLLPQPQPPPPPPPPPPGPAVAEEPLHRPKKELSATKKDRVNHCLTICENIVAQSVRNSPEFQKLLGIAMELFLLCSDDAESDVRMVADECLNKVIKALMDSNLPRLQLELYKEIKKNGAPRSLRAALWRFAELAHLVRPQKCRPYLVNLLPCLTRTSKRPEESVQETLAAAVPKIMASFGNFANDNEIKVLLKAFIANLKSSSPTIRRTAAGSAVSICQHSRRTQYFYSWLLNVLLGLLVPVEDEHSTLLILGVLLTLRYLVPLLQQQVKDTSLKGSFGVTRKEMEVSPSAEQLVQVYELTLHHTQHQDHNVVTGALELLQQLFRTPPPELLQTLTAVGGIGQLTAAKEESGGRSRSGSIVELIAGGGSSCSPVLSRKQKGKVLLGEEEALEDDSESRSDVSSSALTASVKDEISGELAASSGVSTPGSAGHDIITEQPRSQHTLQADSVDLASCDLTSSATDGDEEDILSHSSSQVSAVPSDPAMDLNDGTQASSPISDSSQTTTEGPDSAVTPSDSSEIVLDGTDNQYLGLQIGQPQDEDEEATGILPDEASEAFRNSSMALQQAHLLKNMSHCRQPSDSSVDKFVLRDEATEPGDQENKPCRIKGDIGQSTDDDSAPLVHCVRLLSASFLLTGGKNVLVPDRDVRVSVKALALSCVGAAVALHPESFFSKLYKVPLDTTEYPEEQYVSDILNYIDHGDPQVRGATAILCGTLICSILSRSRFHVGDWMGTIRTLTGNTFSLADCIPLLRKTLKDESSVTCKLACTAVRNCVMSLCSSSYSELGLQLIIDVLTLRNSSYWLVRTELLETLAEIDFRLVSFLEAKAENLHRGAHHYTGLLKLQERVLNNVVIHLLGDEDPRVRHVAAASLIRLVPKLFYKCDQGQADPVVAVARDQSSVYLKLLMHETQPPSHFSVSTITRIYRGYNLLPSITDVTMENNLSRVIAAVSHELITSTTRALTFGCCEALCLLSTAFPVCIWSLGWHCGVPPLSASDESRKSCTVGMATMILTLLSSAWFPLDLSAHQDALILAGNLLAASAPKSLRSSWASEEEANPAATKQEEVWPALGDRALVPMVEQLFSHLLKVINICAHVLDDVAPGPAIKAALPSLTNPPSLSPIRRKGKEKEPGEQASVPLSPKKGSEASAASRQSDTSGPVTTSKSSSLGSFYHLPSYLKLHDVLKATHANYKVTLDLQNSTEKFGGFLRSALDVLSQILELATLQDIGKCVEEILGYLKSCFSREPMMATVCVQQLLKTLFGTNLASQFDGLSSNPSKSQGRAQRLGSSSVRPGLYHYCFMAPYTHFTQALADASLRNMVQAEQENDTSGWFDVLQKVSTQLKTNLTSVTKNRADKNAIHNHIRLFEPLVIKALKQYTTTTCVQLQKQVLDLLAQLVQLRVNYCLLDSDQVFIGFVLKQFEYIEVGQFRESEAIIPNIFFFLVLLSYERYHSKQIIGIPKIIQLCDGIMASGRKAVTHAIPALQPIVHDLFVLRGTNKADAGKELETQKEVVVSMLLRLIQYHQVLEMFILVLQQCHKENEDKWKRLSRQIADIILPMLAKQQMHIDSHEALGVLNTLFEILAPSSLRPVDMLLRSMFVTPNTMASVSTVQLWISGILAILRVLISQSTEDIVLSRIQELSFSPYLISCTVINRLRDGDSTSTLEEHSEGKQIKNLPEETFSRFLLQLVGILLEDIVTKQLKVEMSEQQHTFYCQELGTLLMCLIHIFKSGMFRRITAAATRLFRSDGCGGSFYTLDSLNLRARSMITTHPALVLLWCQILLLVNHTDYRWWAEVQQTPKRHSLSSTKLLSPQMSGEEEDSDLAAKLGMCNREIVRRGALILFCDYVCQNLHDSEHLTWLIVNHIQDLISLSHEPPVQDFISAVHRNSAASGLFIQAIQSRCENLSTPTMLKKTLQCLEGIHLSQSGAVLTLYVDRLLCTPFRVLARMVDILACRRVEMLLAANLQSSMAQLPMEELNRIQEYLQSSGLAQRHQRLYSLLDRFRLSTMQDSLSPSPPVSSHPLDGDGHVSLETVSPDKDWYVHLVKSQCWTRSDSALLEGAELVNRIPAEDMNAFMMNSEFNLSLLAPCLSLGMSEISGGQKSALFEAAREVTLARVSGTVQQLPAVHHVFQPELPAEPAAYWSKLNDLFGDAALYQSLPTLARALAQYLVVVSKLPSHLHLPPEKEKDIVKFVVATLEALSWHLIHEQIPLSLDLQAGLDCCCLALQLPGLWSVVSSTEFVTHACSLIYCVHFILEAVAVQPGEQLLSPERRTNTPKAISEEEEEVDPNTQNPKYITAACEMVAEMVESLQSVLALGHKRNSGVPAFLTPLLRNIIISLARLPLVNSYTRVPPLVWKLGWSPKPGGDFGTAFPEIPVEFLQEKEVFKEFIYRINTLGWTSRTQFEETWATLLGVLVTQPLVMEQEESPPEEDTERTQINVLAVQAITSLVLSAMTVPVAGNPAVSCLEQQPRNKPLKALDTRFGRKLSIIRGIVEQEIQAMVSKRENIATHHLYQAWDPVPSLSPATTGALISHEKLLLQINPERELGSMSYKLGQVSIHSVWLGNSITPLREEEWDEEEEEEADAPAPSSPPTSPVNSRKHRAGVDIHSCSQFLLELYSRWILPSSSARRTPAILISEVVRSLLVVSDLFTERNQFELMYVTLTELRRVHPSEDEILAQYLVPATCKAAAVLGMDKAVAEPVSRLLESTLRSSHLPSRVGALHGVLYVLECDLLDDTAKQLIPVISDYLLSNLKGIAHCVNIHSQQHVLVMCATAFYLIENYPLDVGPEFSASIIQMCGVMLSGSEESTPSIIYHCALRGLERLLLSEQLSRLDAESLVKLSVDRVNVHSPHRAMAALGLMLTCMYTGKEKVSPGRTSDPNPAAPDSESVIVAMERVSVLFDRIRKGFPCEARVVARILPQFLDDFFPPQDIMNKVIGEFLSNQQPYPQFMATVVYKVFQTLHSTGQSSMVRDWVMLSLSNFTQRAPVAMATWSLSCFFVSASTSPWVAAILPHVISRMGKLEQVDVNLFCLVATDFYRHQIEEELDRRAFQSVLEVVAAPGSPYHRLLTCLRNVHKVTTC
Pf apPOL inh – Pf-apPOL inhibitors, biochemical, fluorescence; Plasmodium falciparum apicoplast DNA polymerase (apPOL); Recombinant Pf-apPOL, molecular beacon fluorescence, 1.5 h; inhibition, % at 10 µM; hit rate 0.25% among 210,000; AID 1794808, 2022
Numbers without * were called inactive; x = not tested or not shown; & = joins results of further samples. No stated cut-off is given here; in the data, active means inhibition above about 50%; inactive means the rest. This is a random part of the collection. Share with any hit: about 3.5%.

Each structure is followed by: Pf apPOL inh	mHTT-CaM PPI inh
> Cc1ccc(N2C(=O)C3N=NN(c4ccc(F)cc4)C3C2=O)cc1C (stereo not given)
  -3	4
> CCOc1ccccc1C(=O)NCCSc1c(C)[nH]c2ccccc12
  -6	71*
> COc1cccc(C(=O)N2CCN(c3ccc(-c4nc(C)cs4)cn3)CC2)c1
  -10	-1
> Cc1c(C(=O)NCCN2CCOCC2)oc2ccc(S(=O)(=O)N3CCCC3)cc12
  -2	-2
> Brc1ccc(C2=CC(c3ccc(Br)cc3)n3nnnc3N2)cc1 (stereo not given)
  -14	1
> CCN1CCN(CCCNS(=O)(=O)c2cc(Br)cc3c2N(C(C)=O)CC3)CC1
  -1	-1
> COc1ccc2c(c1)C1OCCC1C(c1ccco1)N2 (stereo not given)
  -19	3
> N#CC1=C(N)OC2=C(C(=O)CCC2)C1c1cccc(Cl)c1Cl (stereo not given)
  -1	4
> CCC/C=C/c1ccc(CN2C(C(C)C)C(=O)N(Cc3cn(CCOCOC)nn3)CCS2(=O)=O)cc1 (stereo not given)
  -12	6
> CCC(Br)C(=O)NCCc1ccc(OC)c(OC)c1 (stereo not given)
  -4	-6
> O=C(CCCS(=O)(=O)c1ccc(F)cc1)Nc1nnc(-c2ccno2)o1
  13	27
> O=S(=O)(NCC1(c2cccs2)CCOCC1)c1cc(F)ccc1F
  2	-10
> CCOc1ccc(C(=O)Nc2ccccc2CC)cc1Cl
  -8	-5
> Cc1ccccc1-n1nc2c(c1NC(=O)Cc1ccccc1)CS(=O)(=O)C2
  -7	5
> Cc1cccc(OCC(=O)Nc2ccc(F)cc2)c1C
  -2	-23
> CCNC(=S)N1CCc2cc(OC)c(OC)cc2C1COc1ccc(C(C)C)cc1 (stereo not given)
  2	25
> O=C(CN1CCN(c2nc3cc(Cl)ccc3s2)CC1)Nc1ccc(OC(F)(F)F)cc1
  7&-3	x
> O=C(Cc1c(F)cccc1Cl)N1CC(=O)N(CCc2ccccc2)C(=O)C1
  0	-1
> Cn1c(N2CCC(C(=O)NCCCc3ccccc3)CC2)cc(=O)n(C)c1=O
  2	24
> Cc1ccc(C)c(C(O)=C2C(=O)C(=O)N(CCCN3CCOCC3)C2c2cccnc2)c1 (stereo not given)
  -10	0
> C#CCSc1ccccc1C1=NCCCN1
  -3	x
> CCC1CN2C=NC(N3CCN(C(=O)Nc4cccc(OC)c4)CC3)=CC2=N1 (stereo not given)
  -2	1
> CCOc1ccc(N2CC(NC(=O)N3CCN(C(=O)c4ccco4)CC3)CC2=O)cc1 (stereo not given)
  -1	-21
> FC(F)(F)c1cc(N2COc3cc4c(cc3C2)OCO4)ccc1Cl
  0	13
> C[C@@H](O)[C@H]1C(=O)N2C(C(=O)O)=C(SCCN=CN)C[C@H]12
  4	x
> Cc1cc(C)c(S(=O)(=O)n2cnc3ccccc32)c(C)c1
  -2	-4
> O=S(=O)(c1ccc(Cl)c(Cl)c1)N1CCc2nc(-c3ccccc3)sc2C1
  0	-5
> CCOc1ccc(NC(=O)CSc2nnc(NC(C)=O)s2)cc1
  -8	1
> Cc1cccc(-c2nc(=S)c3c(o2)CCCC3)c1
  -38	7
> c1ccc2c(c1)N1CCCN=C1N2CCN1CCCCC1
  1	2

Reprinted from the part before: two entries; new compounds follow.
Each structure is followed by: Pf apPOL inh	mHTT-CaM PPI inh
> Cc1cccc(-c2nc(=S)c3c(o2)CCCC3)c1
  -38	7
> c1ccc2c(c1)N1CCCN=C1N2CCN1CCCCC1
  1	2
> CC(=O)N(Cc1ccc2c(c1)OCO2)C1CC(=O)N(c2ccccc2)C1=O (stereo not given)
  -4	1
> Cc1ccc(C2C(C#N)=C(N)Oc3cc(O)ccc32)cc1 (stereo not given)
  -6	10
> COc1ccccc1-c1c(C)c(CC(C)C)nc(N)c1C#N
  -1	6
> CCOc1c(-c2coc3ccc(C(=O)OC)cc23)oc2ccc(C(=O)OC)cc12
  3	4
> O=[N+]([O-])c1ccccc1OCC(O)CN1CCN(c2cccc(Cl)c2)CC1 (stereo not given)
  -13	23
> N#C/C(=C\c1ccc(-c2ccccc2)o1)C(=O)Nc1cccc2ncccc12
  4	29
> O=C(c1ccccc1Br)N1CCCC1
  -12	-4
> Cc1ccc(N2C(=O)CC(Sc3ncn[nH]3)C2=O)cc1C (stereo not given)
  -1	4
> COc1ccc(C(=O)N2CCn3cnnc3C2)cc1F
  -2	-7
> CN(C(=O)c1nn(-c2ccc(Cl)cc2)c(=O)c2ccccc12)C1CCCCC1
  0	7
> CC1c2cccn2CCN1C(=O)Nc1ccccc1 (stereo not given)
  1	7
> COc1ccc(C(=O)NNC(=O)c2snnc2C)cc1
  2	x
> Cc1cc(C)cc(NC(=O)N2CCC(N3CCN(Cc4ccc(F)cc4)C3=O)CC2)c1
  -2	2
> Cc1cc(C)n(-c2ccc(=O)n(CCNC(=O)c3cncc(Br)c3)n2)n1
  -8	-13
> CC(=O)N1c2ccc(S(=O)(=O)N3CCC(C)CC3)cc2CC1C (stereo not given)
  -6	-1
> CCN(C(=O)N1CCOCC1)c1ccccc1
  -3	-6
> COc1ccc(Cl)cc1NC(=O)N1CCN(C2=CC3=NC(C)CN3C=N2)CC1 (stereo not given)
  2	5
> Cc1ccccc1C1=N/C(=C\c2cccc(F)c2)C(=O)O1
  2	4
> Cc1ccc(CNC(=O)NCCC2CCN(C(=O)Nc3cccc(Cl)c3)CC2)cc1
  -2	-10
> O=C(COc1ccccc1)Nc1ccc(Cl)cn1
  -8	-16
> CCOc1ccccc1NC(=O)C(=O)NCc1ccccn1
  -3	-2
> CC1(C)OC(=O)C(=CNc2ccc(Cl)cc2C(F)(F)F)C(=O)O1
  3	1
> N#CC1=C(N)N(c2sc3c(c2C#N)CCCC3)C2=C(C(=O)CCC2)C1c1cccnc1 (stereo not given)
  0	17
> CCCCOc1ccc(N2CC(C(=O)NCCCOC)CC2=O)cc1 (stereo not given)
  0&3	0&0
> CCOc1ccc2nc3cc(N)ccc3c(N)c2c1
  -7	38
> Fc1cccc(Cl)c1CON=Cc1ccc(Cl)cc1Cl
  -3&0	x
> O=C(Nc1ccc(F)cc1)N1CCC(CNS(=O)(=O)c2ccc3c(c2)OCCO3)CC1
  -9	-5
> O=C(c1ccc(F)cc1)N1CCCC1c1ccccc1Cl (stereo not given)
  6	-7
> CC(C)(C)c1ccc(C(=O)Nc2cccc(C(=O)O)c2)cc1
  -4	4
> COc1ccc(-c2nc(SCc3cccc(F)c3)c3c(=O)n(C)c(=O)n(C)c3n2)cc1
  1	0
> Cn1ncc(Cl)c1C(=O)NCCCn1cc(Cl)cn1
  x	-6
> O=C(CSc1ccc2nnc(-c3ccccn3)n2n1)NCc1ccc2c(c1)OCO2
  5	24
> O=C1/C(=C/c2ccc3c(c2)OCO3)N=C2CCCCCN12
  -3	3
> CC(C)(C)c1cc2c(=O)[nH]nc(N)c2c(=O)[nH]1
  0	x
> COc1ccc(CNC(=O)Cn2cnc3c(c2=O)CN(Cc2ccccc2)CC3)cc1OC
  -2	4
> Cc1ccccc1CN1C(=O)CSc2ccc(C(=O)NCc3cccnc3)cc21
  2	14
> COc1ccccc1Oc1coc2cc(OC(=O)c3ccc4c(c3)OCO4)ccc2c1=O
  1	-4
> COc1ccc(C2(C(=O)N3CCC(c4nncn4C)CC3)CC2)cc1
  -3	0
> O=C(Nc1ccccc1)c1cnn2c1CCCC2
  -1	-12
> COc1ccc(C(=O)N2CCC(c3cc(N)on3)CC2)cc1OC
  -3	1
> Cn1cc(CCC(=O)NCCC2=CCCCC2)c2ccccc21
  -29	20
> COc1ccc(CCNc2oc(COc3ccc(OC)cc3)nc2C#N)cc1
  4	-5
> CCc1cccc(CC)c1N(COC)C(=O)Cn1c(C)nc2ccccc21
  -5	45
> O=C1c2ccccc2-c2ncccc21
  -4&0	-1
> CC(Cc1cccs1)NC(=O)CN1C(=O)CCC1=O (stereo not given)
  -4	-6
> O=C(O)CCC1NC(=O)NC1=O (stereo not given)
  x	-2
> COc1ccc(-c2cc(C(=O)Nc3sc4c(c3C(N)=O)CCCC4)no2)cc1OC
  -2	-3
> Cc1noc(NS(=O)(=O)c2ccc(NC(=O)c3ccc(Cl)cc3Cl)cc2)c1C
  2	2
> O=C(c1ccc(C(F)(F)F)s1)N1CCc2c(nc3cc(-c4ccccc4)[nH]n3c2=O)C1
  2	42
> COc1ccc(NC(=O)Nc2ccccc2C)cc1
  -5	-2
> CC(C)[C@@H]1CC[C@@H](C)C[C@@H]1P(=O)(c1ccccc1)c1ccccc1
  0	x
> COc1cccc(/C=c2\sc3n(c2=O)C(N)=C(C#N)C(c2cccc(OC)c2)C=3C#N)c1 (stereo not given)
  1	2
> CCCOC(=O)Oc1ccc2c(=O)c(Oc3cc(C)cc(C)c3)coc2c1
  -7	14
> Cc1ccccc1/C=C1\Sc2ccccc2N(CC(=O)NC2CCCCC2)C1=O
  2	1
> O=C(O)c1ccccc1SCC(=O)N1CCCCC1
  2	-6
> CN(C)C1CN(Cc2cn(Cc3cccc(C(F)(F)F)c3)nn2)S(=O)(=O)C1 (stereo not given)
  -4	-9
> COc1ccc(C(C)NC(=O)c2cn3c(n2)CCCC3)cc1OC (stereo not given)
  -3	-2
> COc1ccccc1NC(=O)c1ccccc1NC(=O)c1ccc(C)cc1
  -1	-4
> Cc1ccc(Cl)cc1NC(=O)CSc1nnc(N)s1
  -6	3
> Cc1ccc(NC(=O)Cn2c(C)nc3sc4c(c3c2=O)CCCC4)cc1F
  1	5

A section of the results above, as a working copy:
Each structure is followed by: Pf apPOL inh	mHTT-CaM PPI inh
> Cc1ccc(N2C(=O)C3N=NN(c4ccc(F)cc4)C3C2=O)cc1C (stereo not given)
  -3	4
> CCOc1ccccc1C(=O)NCCSc1c(C)[nH]c2ccccc12
  -6	71*
> COc1cccc(C(=O)N2CCN(c3ccc(-c4nc(C)cs4)cn3)CC2)c1
  -10	-1
> Cc1c(C(=O)NCCN2CCOCC2)oc2ccc(S(=O)(=O)N3CCCC3)cc12
  -2	-2
> Brc1ccc(C2=CC(c3ccc(Br)cc3)n3nnnc3N2)cc1 (stereo not given)
  -14	1
> CCN1CCN(CCCNS(=O)(=O)c2cc(Br)cc3c2N(C(C)=O)CC3)CC1
  -1	-1
> COc1ccc2c(c1)C1OCCC1C(c1ccco1)N2 (stereo not given)
  -19	3
> N#CC1=C(N)OC2=C(C(=O)CCC2)C1c1cccc(Cl)c1Cl (stereo not given)
  -1	4
> CCC/C=C/c1ccc(CN2C(C(C)C)C(=O)N(Cc3cn(CCOCOC)nn3)CCS2(=O)=O)cc1 (stereo not given)
  -12	6
> CCC(Br)C(=O)NCCc1ccc(OC)c(OC)c1 (stereo not given)
  -4	-6
> O=C(CCCS(=O)(=O)c1ccc(F)cc1)Nc1nnc(-c2ccno2)o1
  13	27
> O=S(=O)(NCC1(c2cccs2)CCOCC1)c1cc(F)ccc1F
  2	-10
> CCOc1ccc(C(=O)Nc2ccccc2CC)cc1Cl
  -8	-5
> Cc1ccccc1-n1nc2c(c1NC(=O)Cc1ccccc1)CS(=O)(=O)C2
  -7	5
> Cc1cccc(OCC(=O)Nc2ccc(F)cc2)c1C
  -2	-23
> CCNC(=S)N1CCc2cc(OC)c(OC)cc2C1COc1ccc(C(C)C)cc1 (stereo not given)
  2	25
> O=C(CN1CCN(c2nc3cc(Cl)ccc3s2)CC1)Nc1ccc(OC(F)(F)F)cc1
  7&-3	x
> O=C(Cc1c(F)cccc1Cl)N1CC(=O)N(CCc2ccccc2)C(=O)C1
  0	-1
> Cn1c(N2CCC(C(=O)NCCCc3ccccc3)CC2)cc(=O)n(C)c1=O
  2	24
> Cc1ccc(C)c(C(O)=C2C(=O)C(=O)N(CCCN3CCOCC3)C2c2cccnc2)c1 (stereo not given)
  -10	0
> C#CCSc1ccccc1C1=NCCCN1
  -3	x
> CCC1CN2C=NC(N3CCN(C(=O)Nc4cccc(OC)c4)CC3)=CC2=N1 (stereo not given)
  -2	1

(cont.)
Each structure is followed by: Pf apPOL inh	mHTT-CaM PPI inh
> COc1cc(-c2ncnn2-c2cccc(Cl)c2C)cc(OC)c1OC
  -3	-4
> COc1cc(/C=C2\SC(NC(C)=O)=NC2=O)ccc1OCc1ccccc1F
  -4	1
> O=C(NCc1cccnc1)c1ccn2c(-c3ccc(F)cc3)nnc2c1
  -3	0
> O=C(Nc1ccc2c(c1)OCO2)C1CCc2sc(C(=O)N3CCCC3)cc2C1 (stereo not given)
  -3	34
